E coli Lon inh: inhibitors of E. coli Lon protease. AID 602123. 360,000 tested, 0.42% active. P0A9M0. inhibition, % at 7.94 µM. purified E. coli Lon protease, fluorescence polarization; in the data active = inhibition above about 13%, passing the limit was not always enough;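 also: 0% = enzyme with probe and DMSO and 100% = no enzyme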
SKN-1 inh: inhibitors of C. elegans SKN-1; inhibition, % at 21.8 µM; 360,000 tested, 0.49% active; C. elegans VP596 Pgst-4::GFP/RFP ratio, acrylamide-induced, 24 h;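 active = interference check ratio from 0.5 to 1.5 plus GFP to RFP signal ratio inhibition reaching or exceeding a fixed threshold, cut at about 30% in these data, passing the limit was not always enough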; also: some compounds called inactive have numbers as strong as hits
CendR NRP1 mod: NRP-1/CendR interaction modulation | FAM-RPARPAR peptide binding to NRP-1, fluorescence polarization | O14786 | 360,000 tested, 0.85% active | inhibition, % at 25 µM | AID 602438;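 active = inhibition or corrected inhibition above about 18%, plus a signal ratio from 0.5 to 1.5, limit read from the data, passing the limit was not always enough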; also: strong numbers were not always called active
MT1-MMP act inh: inhibitors of human MT1-MMP activation; P50281; HT1080 RFP-PRO-GFP cells, GFP/RFP ratio fluorescence, overnight; percent of plate control window, DMSO zero; 360,000 tested, 0.061% active; GFP/RFP ratio change, % at 20 µM; AID 651647;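 active = GFP/RFP ratio change of at least 30% with cell ATP level not reduced by more than half and red fluorescence within 50% of control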; also: strong numbers were not always called active
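Assay system: RFP-PRO-GFP reporter HT1080 cells; read-out basis: GFP/RFP fluorescence ratio; benchmarks: DMSO wells and RFP-L50D-GFP cells; doses: 20 µM single dose, 1% DMSO; schedule: overnight cell settling, then overnight compound exposure, 37 °C, 5% CO2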
Rin1 Abl inh: inhibitors of human Rin1-Abl protein interaction | P00519+Q13671 | inhibition, % at 7.35 µM | TR-FRET Rin1/Abl binding, biochemical | 360,000 tested, 0.4% active; in the data active = inhibition above about 5%, passing the limit was not always enough
Target sequence (P00519 whole entry, looked up): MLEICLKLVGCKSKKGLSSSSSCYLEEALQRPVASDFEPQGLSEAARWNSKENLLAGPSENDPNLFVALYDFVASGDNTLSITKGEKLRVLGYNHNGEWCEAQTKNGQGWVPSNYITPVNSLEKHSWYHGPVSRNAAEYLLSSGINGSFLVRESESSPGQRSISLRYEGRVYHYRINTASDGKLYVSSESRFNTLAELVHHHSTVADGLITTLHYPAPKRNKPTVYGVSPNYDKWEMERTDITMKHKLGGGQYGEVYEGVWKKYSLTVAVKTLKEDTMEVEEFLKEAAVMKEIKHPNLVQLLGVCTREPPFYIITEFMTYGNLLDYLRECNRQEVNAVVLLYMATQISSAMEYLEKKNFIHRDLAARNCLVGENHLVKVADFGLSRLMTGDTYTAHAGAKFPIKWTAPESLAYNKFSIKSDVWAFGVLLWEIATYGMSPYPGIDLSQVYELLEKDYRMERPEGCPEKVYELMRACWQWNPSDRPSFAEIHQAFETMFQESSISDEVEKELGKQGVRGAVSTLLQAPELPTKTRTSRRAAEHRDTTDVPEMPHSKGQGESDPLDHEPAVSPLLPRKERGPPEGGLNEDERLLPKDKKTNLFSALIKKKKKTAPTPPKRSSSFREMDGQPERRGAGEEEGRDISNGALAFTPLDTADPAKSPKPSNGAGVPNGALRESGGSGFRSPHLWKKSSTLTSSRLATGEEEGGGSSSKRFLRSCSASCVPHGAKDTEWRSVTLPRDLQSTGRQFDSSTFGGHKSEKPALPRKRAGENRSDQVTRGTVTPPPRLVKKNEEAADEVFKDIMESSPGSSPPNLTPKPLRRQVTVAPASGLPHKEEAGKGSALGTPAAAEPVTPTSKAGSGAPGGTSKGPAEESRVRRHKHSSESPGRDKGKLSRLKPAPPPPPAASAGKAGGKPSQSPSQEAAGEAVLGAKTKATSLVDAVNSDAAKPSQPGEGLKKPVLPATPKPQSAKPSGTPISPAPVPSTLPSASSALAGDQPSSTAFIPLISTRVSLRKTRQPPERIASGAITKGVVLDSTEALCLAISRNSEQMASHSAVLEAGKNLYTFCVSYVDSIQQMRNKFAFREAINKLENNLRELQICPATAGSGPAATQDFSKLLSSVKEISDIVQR
Target sequence (Q13671 whole entry, looked up): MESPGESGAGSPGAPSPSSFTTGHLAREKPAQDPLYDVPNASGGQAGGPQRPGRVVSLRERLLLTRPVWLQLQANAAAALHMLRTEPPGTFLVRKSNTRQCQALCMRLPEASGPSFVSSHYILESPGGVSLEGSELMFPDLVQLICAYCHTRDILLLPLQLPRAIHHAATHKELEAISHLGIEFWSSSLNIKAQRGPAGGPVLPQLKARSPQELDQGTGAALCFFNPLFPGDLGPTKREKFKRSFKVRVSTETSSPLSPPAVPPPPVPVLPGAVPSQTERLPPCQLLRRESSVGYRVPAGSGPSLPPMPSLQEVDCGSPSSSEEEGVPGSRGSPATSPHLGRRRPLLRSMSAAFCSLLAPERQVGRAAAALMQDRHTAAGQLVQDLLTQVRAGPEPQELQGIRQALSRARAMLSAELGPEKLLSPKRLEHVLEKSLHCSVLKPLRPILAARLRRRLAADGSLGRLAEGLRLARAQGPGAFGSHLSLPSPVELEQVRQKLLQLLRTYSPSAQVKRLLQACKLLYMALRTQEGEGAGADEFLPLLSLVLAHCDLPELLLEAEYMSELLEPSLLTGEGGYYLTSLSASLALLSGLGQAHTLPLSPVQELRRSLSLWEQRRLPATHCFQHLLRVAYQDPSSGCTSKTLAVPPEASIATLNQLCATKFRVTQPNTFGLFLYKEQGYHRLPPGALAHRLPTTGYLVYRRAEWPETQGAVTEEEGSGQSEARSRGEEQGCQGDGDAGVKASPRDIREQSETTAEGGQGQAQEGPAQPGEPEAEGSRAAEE
FAS-TE inh: inhibitors of human fatty acid synthase thioesterase domain | recombinant FAS-TE, OMFH fluorogenic substrate, fluorescence endpoint | inhibition, % at 15 µM | 360,000 tested, 0.67% active;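 active = compounds whose normalised, plate-corrected inhibition of enzyme fluorescence in the single-dose primary screen is 50% or more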;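 also: 0% = DMSO with enzyme and 100% = substrate without enzyme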
bovine MsrA act: activators of bovine methionine sulfoxide reductase A; purified bovine MsrA, absorbance read-out; 360,000 tested, 0.3% active; activation, % at 10.6 µM; in the data active = activation above about 7.5%;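 also: 0% = vehicle and 100% = reference activator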
MsrA inh: bovine MsrA inhibition | purified bovine MsrA, absorbance read-out | inhibition, % at 15.5 µM | 360,000 tested, 0.75% active | AID 651718; in the data active = inhibition above about 4.5%;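 also: 0% = vehicle wells with enzyme and 100% = reference inhibitor wells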
Neddylation inh: cullin neddylation inhibition; 360,000 tested, 0.58% active; calls only at 25 µM; P61081+Q13564; TR-FRET cullin neddylation, biochemical; in the data active = inhibition above about 36%
The depositor's hits bear a star; i = inactive; x = no result given; + = active, no number.

SMILES	E coli Lon inh	SKN-1 inh	CendR NRP1 mod	MT1-MMP act inh	Rin1 Abl inh	FAS-TE inh	bovine MsrA act	MsrA inh	Neddylation inh
CCN1CCN(c2ccc(S(=O)(=O)N3CCCCC3)cc2NC(=O)CC(C)c2ccccc2)CC1 (configuration not stated)	3	-12	-5	3	2	-4	-2	-2.9	i
O=C(CCC1CCCC1)Nc1ccc(Br)cn1	-1	-12	2	-3	3	-2	-2	-0.9	i
O=C(O)CSc1ncccn1	-3	5	4	1	-2	-7	-5	0.5	i
Cc1ccc(-c2nnn(CC(=O)N(CCN3CCOCC3)C(C(=O)NC3CCCC3)c3ccncc3)n2)o1 (configuration not stated)	-4	13	-2	0	-1	-4	-1	-0.8	i
Nc1cc(=O)[nH]c(SCC(=O)N2N=C(c3ccc(Cl)cc3)CC2c2ccco2)n1 (configuration not stated)	-6	28	-17	-1	2	12	-2	-0.9	i
CC1(c2nnc(Cc3ccccc3)o2)CC(c2ccccc2Br)=NO1 (configuration not stated)	-3	-16	-6	-3	7	4	-3	-0.6	i
CCCCC(=O)NC(=S)Nc1ccc(S(=O)(=O)N2CCCC2)cc1	2	12	-4	2	-1	7	-2	0.1	i
COC(=O)c1cc(S(=O)(=O)N2CCCC2=O)c(Cl)cc1Cl	-7	6	-2	-6	1	0	-6	0.6	i
CCn1c(=O)c(=O)n(CC)c2cc(S(=O)(=O)Nc3ccc(C)cc3)ccc21	-11	-3	9	4	-4	3	-2	1.1	i
COc1cc(/C=N/NC(=O)CC#N)cc(Br)c1O	-12	-4	-4	-2	-2	-7	-6	3.2	i
COC(=O)CCCC(=O)N1CCCC(CNS(=O)(=O)c2ccc(OC)cc2)C1 (configuration not stated)	5	2	3	3	2	-3	-2	-0.6	i
NNC(=O)c1ccc(Cn2cc(Br)cn2)cc1	-13	5	9	-1	4	-1	-3	0.5	i
CC(=O)CSc1nnc(-c2cnccn2)n1-c1ccccc1	3	6	7	-4	2	0	-1	0.4	i
Cc1ccc(S(=O)(=O)N2CCCCC2)cc1NC(=O)c1ccccn1	0	-7	9	-2	-2	6	-4	-1.4	i
Nc1nnc(SCC(=O)N2CCc3ccccc32)n1-c1ccccc1	8	6	4	0	-2	-9	-1	-0.9	i
Cc1cc(C)c(CN2CCC(N3CCC(C(=O)NCC4CCCO4)CC3)CC2)cc1C (configuration not stated)	2	14	18	2	-1	-5	-2	-0.4	i
Cc1cc(N/N=C/c2ccccc2O)nc(N2CCOCC2)n1	-11	-3	-2	15	-5	12	-4	4.4	i
CC(NC(=O)c1ccc(Cl)cc1)c1nnc(SCc2ccc([N+](=O)[O-])cc2)n1C (configuration not stated)	-9	0	7	2	0	17	-2	0.6	i
CC(C)C1CCN(C(=O)C2CCC(=O)N(C3CCCCCC3)C2)CC1 (configuration not stated)	-2	-3	-5	0	2	-4	0	-0.7	i
N#Cc1cccc(C#N)c1Oc1ccc(N)cc1	7	10	8	6	1	-8	0	-0.4	i
Cc1ccccc1SCC(=O)OCC(=O)N(C)c1c(N)n(Cc2ccccc2)c(=O)[nH]c1=O	3	4	1	3	0	-6	-9	0.2	i
CC(=O)Nc1ccc(S(=O)(=O)N[C@@H](C)C(=O)OCC(=O)c2ccc(Br)s2)cc1	-7	12	1	-2	-32	-10	-3	0.2	i
CCOc1ccc(S(=O)(=O)N2CCC(C(=O)NCCN3CCOCC3)CC2)cc1C	9	17	-11	4	0	0	0	-0.1	i
FC(F)(F)c1ccc(Oc2ccc3cc(Br)ccc3c2)nc1	-10	28	-3	0	2	29	-5	1.2	i
CC1CCN(S(=O)(=O)c2ccccc2)CC1	-8	-9	0	-2	2	-1	-4	-0.6	i

Retrieved one by one from the list above, 3 records:
SMILES	E coli Lon inh	SKN-1 inh	CendR NRP1 mod	MT1-MMP act inh	Rin1 Abl inh	FAS-TE inh	bovine MsrA act	MsrA inh	Neddylation inh
O=C(CCC1CCCC1)Nc1ccc(Br)cn1	-1	-12	2	-3	3	-2	-2	-0.9	i
NNC(=O)c1ccc(Cn2cc(Br)cn2)cc1	-13	5	9	-1	4	-1	-3	0.5	i
CC1CCN(S(=O)(=O)c2ccccc2)CC1	-8	-9	0	-2	2	-1	-4	-0.6	i

The listing picks up, repeating the 4 entries before the break.
SMILES	E coli Lon inh	SKN-1 inh	CendR NRP1 mod	MT1-MMP act inh	Rin1 Abl inh	FAS-TE inh	bovine MsrA act	MsrA inh	Neddylation inh
CC(=O)Nc1ccc(S(=O)(=O)N[C@@H](C)C(=O)OCC(=O)c2ccc(Br)s2)cc1	-7	12	1	-2	-32	-10	-3	0.2	i
CCOc1ccc(S(=O)(=O)N2CCC(C(=O)NCCN3CCOCC3)CC2)cc1C	9	17	-11	4	0	0	0	-0.1	i
FC(F)(F)c1ccc(Oc2ccc3cc(Br)ccc3c2)nc1	-10	28	-3	0	2	29	-5	1.2	i
CC1CCN(S(=O)(=O)c2ccccc2)CC1	-8	-9	0	-2	2	-1	-4	-0.6	i
O=C(CCCN=C1NS(=O)(=O)c2ccccc21)OCC(=O)c1ccc(F)c(F)c1	2	-12	7	7	-4	-1	-10	0.9	i
CCOC(=O)c1nnn(-c2nonc2N)c1-c1ccc(C)cc1	-7	26	-9	-2	-3	-4	0	0.4	i
O=C(COc1ccc(Cl)cc1)NCc1nnc(SCC(=O)NCc2ccc3c(c2)OCO3)o1	-8	5	4	0	0	2	0	-1.1	i
CCOC(=O)C1CCN(C(=O)c2cc(S(=O)(=O)N(C)C)ccc2N2CCCC2)CC1	-4	12	-10	-4	1	4	0	0.5	i
Cc1ccc(NC(=O)/C=C/c2ccc([N+](=O)[O-])s2)c(C)c1	-37	3	-6	-133	-3	-1	1	-0.1	i
CCOc1ccc(CSC(=N)N)cc1Cl	5	3	-6	-3	1	-12	-10	-0.1	i
CCN1CCN(C(=O)CNC(=O)c2nn(-c3ccc(OC)cc3)c(=O)c3ccccc23)CC1	-6	12	1	1	3	-4	0	-0.7	i
CCOC(=O)c1sc2nc(C)nc(NCc3ccc(Cl)cc3)c2c1C	7	10	-7	-9	-3	21	-4	-0.8	i
O=C(O)c1[nH]c2ccc(Br)cc2c1CCN1C(=O)c2cccc([N+](=O)[O-])c2C1=O	-14	-14	2	2	-4	-34	-5	0.5	i
CC(C)(C)OC(=O)N(CCc1ccccc1)Cc1ccccc1OCc1cccc(NC(=O)C2CC2)c1	-2	3	-2	8	-1	18	-9	0.0	i
CNC(=O)C1C(=S)NC(N)=C(C#N)C1c1ccccc1 (configuration not stated)	1	17	-2	1	-2	-6	0	0.9	i
O=C(c1cc(-c2ccccc2)nc2ccccc12)N1CCN(c2ccccc2O)CC1	4	-10	2	-2	3	18	0	1.3	i
Cc1cc(S(=O)(=O)N2CCCC2)ccc1OCC(=O)N1CCOCC1	0	-2	9	7	1	-9	-3	-0.1	i
C=CCNC(=O)c1ccc(C)cc1Cl	3	24	-8	-2	0	-6	-5	0.6	i
COc1cccc(/C=C/C(=O)OCC(=O)Nc2ccccc2Sc2ccccc2)c1	-2	7	-2	1	-2	23	-4	2.5	+
Cc1ccc(S(=O)(=O)N(C)c2ccc(C)c([N+](=O)[O-])c2)cc1	-1	-1	-6	2	3	7	-10	-0.3	i
COc1ccc(/C=C2\C(=O)NCC(=O)N2C)cc1	3	0	6	-7	1	-10	-1	-0.2	i
CC1=CC(=O)C(C(C)C)=C/C1=N\OC(=O)c1cccc2nc(C)oc12	-5	14	-12	-13	1	-15	-7	-0.2	i
Clc1ccccc1Cn1nnc2ccccc21	9	7	11	2	1	0	-3	-0.3	i
CC1Oc2ccccc2N(CC(=O)N2CCCCC2)C1=O (configuration not stated)	4	3	-3	0	-2	-5	-1	-1.6	i
Cc1ccsc1C(=O)NNC(=O)COc1ccccc1Cl	3	10	0	5	-1	-4	-3	-0.1	i
Cc1nn(C)c(C)c1NC(=O)c1ccc(S(=O)(=O)N(C)C)cc1	-2	-2	2	2	1	-10	-6	0.7	i
COc1ccc(-c2c(C)nn3c(N4CCOCC4)cc(C)nc23)cc1OC	1	7	-2	1	0	-5	-4	0.7	i
Cc1cc(C)n2c(SCC(=O)Nc3c(C)n(C)n(-c4ccccc4)c3=O)nnc2n1	3	2	6	-2	4	-7	1	1.0	i
CC(=O)c1cccc(NC(=O)CCc2nnc3ccc(NCc4ccco4)nn23)c1	-1	-2	4	0	3	-3	-2	-0.5	i
Carrying on:
SMILES	E coli Lon inh	SKN-1 inh	CendR NRP1 mod	MT1-MMP act inh	Rin1 Abl inh	FAS-TE inh	bovine MsrA act	MsrA inh	Neddylation inh
COc1ccc(C(NC(=O)CC(C)C)c2c(O)ccc3ccccc23)cc1 (configuration not stated)	-16	-7	11	1	0	2	-6	-0.5	i
CCOCCCNC(=O)C(c1ccc(Cl)cc1)N1CCN(c2ccccc2)CC1 (configuration not stated)	4	6	-4	-2	1	4	0	-0.1	i
C=CCNc1nc(N2CCCC2)nc2ccccc12	-5	4	5	0	0	-6	-11	0.4	i
O=C1C(=O)C(Cl)=C(Cl)C(Cl)=C1Cl	40*	15	-35	4	7	3	-18	x	i
CCOC(=O)Cc1c(C)nc(N)[nH]c1=O	-9	-5	-9	4	4	-5	-7	0.0	i
CC(C)(C)c1ccc(Cn2c(=O)cnc3ccccc32)cc1	-4	21	-8	-7	1	9	-3	0.8	i
Cc1ccc(S(=O)(=O)N2CCCC2CNC(=O)C(=O)Nc2ccc(F)cc2)cc1 (configuration not stated)	-2	-1	5	-3	-1	12	-1	0.1	i
COc1ccc(/C=C/C(=O)NCCSCc2ccco2)cc1	-21	-4	-12	0	-4	-8	-2	-0.9	i
CCOC(=O)/C=C1\SCC(=O)N1Cc1ccc(Br)cc1	-10	-20	16	3	1	16	4	-1.2	i
COc1ccc(NC(=O)CCN2C(=O)[C@@H]3[C@H](C2=O)[C@H]2C=C[C@@H]3C2)cc1	1	-10	-22	1	-2	-6	-1	0.3	i
O=C(NC1CC1)c1ccc(NS(=O)(=O)c2ccc(F)cc2)cc1	5	14	10	2	1	-6	11*	0.1	i
CC(=O)NC(Cc1ccc(F)cc1)C(=O)NC1CCN(C(=O)Nc2ccccc2C)CC1 (configuration not stated)	-13	9	6	-3	4	-4	-1	0.2	i
CC(C)C[C@@H](CSc1ccc(Br)cc1)N1CCN(CCc2ccccc2)CCC1=O	1	7	15	-6	1	29	2	-0.6	i
CSc1ncccc1C(=O)NCc1ccc(C)cc1	0	4	21	2	1	-4	-9	-0.7	i
N#Cc1cccc(OCCCN2CCC(C(O)(c3ccccc3)c3ccccc3)CC2)c1	-3	-1	14	6	x	-7	-7	-0.4	i
Cc1ccc(-c2nc(N)n(C(=O)c3cccnc3)n2)cc1	-12	1	2	4	-2	-5	-1	0.9	i
O=c1ccc(=O)n2n1CC(O)C2	-4	8	1	5	-2	-5	-6	-0.1	i
CC(C)CNC(=O)CSc1ccc(Cl)cc1	-6	15	14	1	-1	-10	-2	-0.4	i
O=C(O)CC(NC(=O)c1ccncc1)c1ccccc1 (configuration not stated)	3	13	3	3	0	-6	-4	-0.1	i
N#Cc1cc2ccccc2nc1N	-9	2	4	-2	0	-2	-13	0.6	x
Cc1c(Cl)cccc1NC(=O)Cc1ccc([N+](=O)[O-])cc1	12	12	5	6	2	11	-2	-0.2	i
Cc1ccc(S(=O)(=O)CCC(=O)Nc2cccc([N+](=O)[O-])c2)cc1	-9	6	2	4	4	5	-3	0.3	i
CCCNC(=O)CN(C)CC(=O)Nc1ccccc1C#N	-2	7	11	1	-1	-3	-1	-0.6	i
Cc1ccc(NC(=O)CSc2ccc(-c3ccccn3)nn2)cc1	5	2	-10	7	-5	-4	-2	0.0	i
O=C(Nc1ccc(-c2cscn2)cc1)C1CCCN(Cc2ccc(CO)o2)C1 (configuration not stated)	2	3	-7	0	1	-5	-4	1.2	i
Cc1ccc(S(=O)(=O)c2nc(C)c3c(n2)CCC3)cc1	-5	1	-8	0	0	-5	-1	-0.3	i
COc1cc(Cl)ccc1OCc1cc(C(=O)N2CCN(C)C(=O)[C@@H]2C)no1	-5	13	-7	2	5	-7	0	-1.0	i
